Compound activity as filed in PubChem.
BAZ2B block = BAZ2B (human) inhibition. AlphaScreen BAZ2B-H3K14Ac peptide displacement. Potency, µM (highest dose often 114 µM), inactives show top-dose activity change, negative = inhibition, actives largely listed as inhibitors. AID 504333. 360,000 tested, 4.4% active; note: % is set by controls: 0 for no effect and ±100 for the full control effect; nearly all actives have a fitted effect of over 60% in size
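Complex of BAZ2B and biotin-H3K14Ac (50 nM apiece) forms over 30 min at RT, then faces library compounds up to 110 uM for another 30 min; AlphaScreen beads added, 20 min dark incubation, luminescence read.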
JMJD2A Tudor = inhibitors of human JMJD2A Tudor domain; O75164; AlphaScreen JMJD2A-Tudor / H3K4me3 peptide binding; Potency, µM (highest dose often 114 µM), without a hit: top-dose activity change, negative = inhibition, usual class: inhibitors; 390,000 tested, 4.4% active; AID 504339; note: % is set by controls: 0 for no effect and ±100 for the full control effect; nearly all actives have a fitted effect of over 50% in size
BLM inh = Bloom syndrome helicase (human) inhibition. 350,000 tested, 0.2% active. P54132. Potency, µM (highest dose often 56.1 µM), without a hit: at the highest dose activity change, negative = inhibition, actives largely listed as inhibitors. recombinant BLM DNA unwinding, fluorescence dequenching;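 note: plate controls were vehicle for no effect and no enzyme for full effect; nearly all actives have a fitted effect of over 35% in size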
POLI inh = DNA polymerase iota (human) inhibition; 390,000 tested, 1% active; Pol iota fluorescent replication assay, 10 min; Q9UNA4; Potency, µM (doses to about 115 µM), for inactives: at the highest dose activity, negative = inhibition, most hits filed as inhibitors
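Pol iota at 10 nM preincubated 15 min with compounds at room temperature; reaction started with fluorescent substrate, 50 nM final. Fluorescence read kinetically at 0 and 10 min; buffer-only wells as negative control.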
GLS inh = glutaminase GLS (human) inhibition. O94925. GLS enzymatic activity, qHTS titration. Potency, µM (titrated, usually from 45.5 µM), without a hit: at the top dose activity change, negative = inhibition, most hits filed as inhibitors. 410,000 tested, 0.21% active. AID 624170; note: % is set by controls: 0 for no effect and ±100 for the full control effect
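Read-out is an Amplex red fluorescence increase coupled through glutamate oxidase and HRP, measured before and after 30 min room-temperature incubation. hKGA is in 45 mM KH2PO4 (pH 8.2) with 0.02% Tween-20; glutamine added as 1mM solution.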
Tb PGK inh = inhibitors of T. brucei phosphoglycerate kinase. P07378. PGK/GAPDH coupled, Kinase-Glo luminescence, 60 min. Potency, µM (series often up to 57.5 µM), without a hit: at the top dose activity change, negative = inhibition, hits mostly inhibitors. 380,000 tested, 0.043% active; note: % is set by controls: 0 for no effect and ±100 for the full control effect; nearly all actives have a fitted effect of over 60% in size
Target sequence (P07378 whole entry, looked up): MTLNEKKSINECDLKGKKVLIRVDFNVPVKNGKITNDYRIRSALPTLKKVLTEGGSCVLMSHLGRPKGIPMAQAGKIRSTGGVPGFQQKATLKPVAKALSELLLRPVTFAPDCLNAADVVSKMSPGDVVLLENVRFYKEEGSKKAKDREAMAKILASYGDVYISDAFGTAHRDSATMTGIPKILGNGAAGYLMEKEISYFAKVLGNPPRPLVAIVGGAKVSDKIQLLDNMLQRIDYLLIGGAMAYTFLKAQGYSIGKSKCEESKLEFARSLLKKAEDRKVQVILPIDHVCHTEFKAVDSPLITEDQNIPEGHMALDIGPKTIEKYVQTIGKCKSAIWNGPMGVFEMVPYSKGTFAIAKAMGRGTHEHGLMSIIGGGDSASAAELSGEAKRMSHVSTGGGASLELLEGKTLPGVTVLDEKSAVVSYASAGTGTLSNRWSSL
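Luminescent ATP detection (Kinase-Glo Plus) follows a 60-minute room-temperature incubation, with wells lacking PGK as controls. Buffer: 100 mM TEA (pH 7.6), 5 mM MgCl2, 0.01% Tween-20. Coupling enzyme GAPDH (100 nM final) supplies unstable 1,3-BPG in-well.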
HP1b binding inh = inhibitors of HP1-beta chromodomain binding to methylated histone tails; 390,000 tested, 0.56% active; AlphaScreen HP1-beta / biotin-H3K9me3 peptide binding; P83916; Potency, µM (doses to about 114 µM), without a hit: at the highest dose activity change, negative = inhibition, actives largely listed as inhibitors; AID 540317; note: nearly all actives have a fitted effect of over 70% in size; inactives centre near 23
Target sequence (P83916 whole entry, looked up): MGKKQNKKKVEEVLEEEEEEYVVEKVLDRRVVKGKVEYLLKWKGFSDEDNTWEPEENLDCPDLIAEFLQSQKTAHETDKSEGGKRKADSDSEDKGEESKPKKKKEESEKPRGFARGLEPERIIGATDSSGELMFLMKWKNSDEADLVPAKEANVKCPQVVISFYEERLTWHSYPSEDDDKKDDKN
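HP1-beta protein (50 nM final) preincubated 30 min at room temperature with biotinylated H3(1-18)K9me3 peptide (50 nM) in PBS pH 7.4, 0.01% Tween-20, then compound added for 30 min. AlphaScreen streptavidin donor/nickel chelate acceptor beads (10 ug/mL final), 30 min dark, luminescence read.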
Pin1 inh = human Pin1 inhibition; Q13526; Pin1 FP peptide displacement, HiFluor488, 10 min; Potency, µM (top dose mostly 115 µM), for inactives: at the top dose activity, negative = inhibition, usual class: inhibitors; 390,000 tested, 0.009% active; active = well fitted inhibition curve with a large enough effect in the polarisation, with a control signal flat, not every such curve was filed as active; inconclusive = small, poorly fitted or top-dose-only effect, or effect the other way, or a change in a side signal; inactive = no such curve, though single readings can be large or run the other way; the % refers to the polarisation; note: % is set by controls: 0 for no effect and ±100 for the full control effect
Target sequence (Q13526 whole entry, looked up): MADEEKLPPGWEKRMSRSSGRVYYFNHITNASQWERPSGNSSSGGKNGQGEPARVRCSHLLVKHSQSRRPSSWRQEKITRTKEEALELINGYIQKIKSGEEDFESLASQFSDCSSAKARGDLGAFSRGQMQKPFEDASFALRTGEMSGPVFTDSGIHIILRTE
G9a inh = inhibitors of human histone lysine methyltransferase G9a. AID 504332. Potency, µM (series often up to 102 µM), for the others: top-dose activity, negative = inhibition, usual class: inhibitors. 350,000 tested, 8.8% active. G9a H3K9 monomethylation, AlphaScreen, 2 h. Q96KQ7; note: % is set by controls: 0 for no effect and ±100 for the full control effect; nearly all actives have a fitted effect of over 75% in size
Target sequence (Q96KQ7 913-1193 limits assumed): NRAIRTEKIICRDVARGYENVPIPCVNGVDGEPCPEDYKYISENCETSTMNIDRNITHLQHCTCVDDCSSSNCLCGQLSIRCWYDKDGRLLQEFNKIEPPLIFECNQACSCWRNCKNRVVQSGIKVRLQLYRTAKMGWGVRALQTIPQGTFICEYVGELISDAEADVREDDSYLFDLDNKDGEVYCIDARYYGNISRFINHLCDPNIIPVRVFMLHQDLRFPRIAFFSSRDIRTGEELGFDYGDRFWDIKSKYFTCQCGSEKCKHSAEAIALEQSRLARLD
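G9a (20 nM) preincubated 15 min RT with compounds, then 500 nM biotinylated H3K9 peptide and 20 uM SAM added; 2 h RT reaction. Monomethyl-H3K9 product detected by AlphaScreen with anti-H3K9me1 antibody, streptavidin donor and anti-rabbit IgG acceptor beads.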
Active calls of the source: *; i = inactive; u = inconclusive; x = no result given; [ ] = remark or other dose. Unless noted, calls come from the whole dose curve; as a rule, active = well fitted curve in the direction sought with a large enough effect; inconclusive = small, poorly fitted or top-dose-only effect, or another doubt; inactive = no such curve, though single readings can be large; an effect the other way counts as inactive or inconclusive. Potency is the fitted concentration of half-maximal effect. Not all compounds are listed (hit frequency here may not be typical).

BAZ2B block	JMJD2A Tudor	BLM inh	POLI inh	GLS inh	Tb PGK inh	HP1b binding inh	structure	Pin1 inh	G9a inh
10.3%	-16.9%	-3.2%	6.3%	-1.1%	0.4%	62.7%[activator]	O=c1[nH]c(Nc2nc3ccccc3o2)nc2c1CCCC2	-0.9%	22.0%[59 µM]
u	-26.1%	0.1%	4.2%	6.4%	-7.7%	5.9%	Cn1ccnc1SCC(=O)Nc1cc(Cl)ccc1Cl	-1.6%	u
-4.4%	-6.6%	-1.2%	14.7%	1.5%	1.1%	37.5%	Cc1ccc(NC(=O)C2CCCN2C(=O)Oc2ccccc2)cc1 (configuration not stated)	2.0%	-24.3%[12.7 µM]
-5.7%	u	x	23.4%	0.7%	2.0%	9.5%	COc1ccc(CC(=O)Nc2ccc(S(=O)(=O)N3CCOCC3)cc2)cc1	-3.0%	0.0%[59 µM]
x	-3.5%	x	-11.7%	0.3%	-9.5%	32.3%	c1ccc(C2NCCNC2c2ccccc2)cc1 (configuration not stated)	-7.9%	x
-5.5%	2.7%	3.2%	24.4%	-18.4%	-3.7%	28.1%	CC(C)(C)NC(=O)NC(=O)CSc1ncn[nH]1	2.9%	0.4%
-30.2%	-30.1%	-5.9%	336.9%[activator]	12.5%	-5.6%	13.0%	CCOC(=O)/C(=N\Nc1ccccc1Cl)N(C)C1CCCCC1	1.8%	10µM*
-9.0%	-14.7%	-7.3%	2.5%	-1.3%	14.9%	11.4%	CCc1nnc2c(NCc3cccc(OC)c3)nc3ccccc3n12	0.5%	0.2%[59 µM]
-24.7%	-5.7%	-5.3%	-15.7%	-3.6%	-17.0%	12.6%	COC(=O)Nc1ccc(S(=O)(=O)N2CCCC(C(=O)O)C2)cc1 (configuration not stated)	-8.5%	-27.2%
116.3%[activator]	172.3%[activator]	-4.9%	25.9%	19.4%	-1.6%	244.5%[activator]	O=C(COc1ccccc1Cl)c1ccc2c(c1)CCCC2	5.1%	20.9%[12.7 µM]
-8.6%	-3.6%	-1.9%	9.9%	-8.0%	-8.5%	36.7%	COCCCNC(=O)c1ccc2c(=O)n(C3CCCC3)c(=S)[nH]c2c1	-0.4%	5.6%[59 µM]
9.1%	-12.2%	2.6%	-3.9%	0.0%	i	74.0%[activator]	CCCCCCOC(=O)CCn1[nH]c(=O)c2ccccc2c1=O	-4.3%	-6.0%
12.9%	-17.6%	-2.7%	-10.3%	3.6%	i	15.4%	c1ccc(-c2ccc(-c3csnn3)cc2)cc1	0.7%	11.7%
12.6%	-10.6%	1.3%	27.4%	-1.7%	-0.4%	17.1%	NC(=O)c1cc(S(=O)(=O)N2CCCC2)ccc1OCc1ccc(F)cc1	-1.7%	-3.9%
-8.5%	-21.1%	-0.1%	132.5%[activator]	8.0%	-5.0%	17.9%	CN1CCN(C(=S)C(=O)NCc2ccccc2)CC1	-4.7%	6.1%
3.5%	-8.6%	-0.2%	2.0%	-0.8%	-6.1%	37.1%	Cc1ccn(S(=O)(=O)c2ccc(N3CCCC3=O)cc2)n1	1.1%	2.2%[59 µM]
-34.4%	u	-13.1%	23.2%	17.0%	i	0.9%	CCC1CCCCN1CCCNC(=O)c1ccc2c(c1)c(C)c(C)n2C (configuration not stated)	2.1%	u
4.6%	-27.3%	-7.0%	31.0%[activator]	29.0%	-8.4%	28.9%	Cc1[nH]n(-c2nc(-c3ccccc3F)cc(=O)[nH]2)c(=O)c1CCO	-3.5%	u
-36.6%	-13.6%	0.2%	-1.9%	-7.0%	i	43.5%[activator]	CCCCC(c1nnnn1C1CCCC1)N1CCN(C2CCCC2)CC1 (configuration not stated)	-7.9%	-9.3%[59 µM]
-19.9%	-21.8%	-9.5%	5.4%	9.5%	-4.8%	26.6%	COC(=O)C1=C(c2ccccc2)c2ccccc2S(=O)(=O)N1CC(=O)Nc1ccc(OC)cc1OC	7.5%	-38.3%[59 µM]
-0.8%	-6.9%	-1.9%	9.5%	13.0%	-3.9%	23.7%	O=C1CN(C(=O)c2cccs2)c2ccccc2N1	3.5%	-16.1%[59 µM]
6.2%	-14.4%	x	-4.5%	18.3%	-1.8%	21.1%	CCN(CC)CCCCCCCCOC(=O)c1cc(OC)c(OC)c(OC)c1	0.7%	-15.2%[59 µM]
u	u	-0.7%	25.9%	6.9%	-6.7%	6.2%	Cc1c(CNCCCc2ccccc2)c(C(=O)O)c(C)n1Cc1ccccc1	2.4%	u
u	u	-6.2%	34.8%[activator]	8.7%	8.4%	-16.6%	CC(=O)Nc1ccc(-c2csc(N/N=C(/C)c3ccccc3)n2)cc1	7.0%	17.8µM*
-3.0%	8.6%	x	i	-2.3%	-3.1%	37.6%	O=C(Nc1ccncc1)c1cc(S(=O)(=O)N2CCCCC2)ccc1Cl	-2.7%	u

Three entries picked at random from the list so far:
BAZ2B block	JMJD2A Tudor	BLM inh	POLI inh	GLS inh	Tb PGK inh	HP1b binding inh	structure	Pin1 inh	G9a inh
10.3%	-16.9%	-3.2%	6.3%	-1.1%	0.4%	62.7%[activator]	O=c1[nH]c(Nc2nc3ccccc3o2)nc2c1CCCC2	-0.9%	22.0%[59 µM]
-24.7%	-5.7%	-5.3%	-15.7%	-3.6%	-17.0%	12.6%	COC(=O)Nc1ccc(S(=O)(=O)N2CCCC(C(=O)O)C2)cc1 (configuration not stated)	-8.5%	-27.2%
-19.9%	-21.8%	-9.5%	5.4%	9.5%	-4.8%	26.6%	COC(=O)C1=C(c2ccccc2)c2ccccc2S(=O)(=O)N1CC(=O)Nc1ccc(OC)cc1OC	7.5%	-38.3%[59 µM]

(continued)
BAZ2B block	JMJD2A Tudor	BLM inh	POLI inh	GLS inh	Tb PGK inh	HP1b binding inh	structure	Pin1 inh	G9a inh
4.0%	-6.2%	-1.1%	19.1%	1.4%	-1.8%	27.0%	CCC(C)NC(=O)CCc1nnc2ccc(N3CCC(C)CC3)nn12 (configuration not stated)	-6.1%	13.3%
1.0%	-10.5%	-2.4%	10.3%	-7.6%	0.4%	38.7%[activator]	CCCS(=O)(=O)c1c(S(=O)(=O)CCC)c2ccc(C(N)=O)cn2c1C(=O)c1ccc(F)cc1	-0.6%	x
4.2%	-18.0%	-3.8%	5.3%	0.1%	i	24.1%	O=C(C1Cc2ccccc2CN1S(=O)(=O)c1ccc(F)cc1)N1CCCCCC1 (configuration not stated)	-1.2%	1.2%[0.0925 µM]
-6.3%	-10.9%	3.8%	u	13.4%	-1.4%	30.7%[activator]	O=C(NCCCn1ccnc1)c1cc(-c2cccc(O)c2)on1	1.7%	x
-4.9%	-23.1%	-5.5%	u	0.0%	-10.4%	7.8%	O=C(N/N=C/c1ccc([N+](=O)[O-])o1)c1cn2ccc3ccccc3c2n1	u	11.6%
x	-13.0%[57.1 µM]	-2.1%	10.2%	-11.0%	i	41.9%[activator]	CC(=O)NC(CC(=O)Nc1ccc(S(=O)(=O)N2CCCC2)cc1)c1ccccc1 (configuration not stated)	-7.0%	28.2µM*
-5.8%	-2.1%	-0.3%	6.6%	-1.8%	i	30.3%	CNC(=O)/C(=C\c1ccc([N+](=O)[O-])cc1)NC(C)=O	-9.0%	x
u	-31.4%	1.8%	25.4%	7.4%	i	10.3%	CC1(C)CC(=O)C(C(=O)Cc2ccccc2[N+](=O)[O-])C(=O)C1	-1.2%	u
38.7%	u	-4.1%	u	u	-7.0%	46.3%[activator]	CN(Cc1ccccc1)c1ncnc2ccc(Br)cc12	-1.8%	16.3%[59 µM]
-14.1%	-8.5%	-0.8%	-4.3%	-2.3%	6.5%	14.0%	O=C1CC2(CCCC2)C(=O)N1c1ccc(S(=O)(=O)NCC2CC2)cc1Cl	5.4%	x
-2.0%	-11.6%	1.0%	9.1%	3.6%	-5.4%	29.6%	Nc1nc(CSc2nc3ccccc3s2)nc(N2CCCCC2)n1	1.9%	-15.7%
4.2%	-11.4%	0.6%	27.4%	0.3%	6.9%	-4.4%	CCOc1ccc(S(=O)(=O)N2CCCC(C(=O)NCCN3CCOCC3)C2)cc1Cl (configuration not stated)	-8.6%	20.3%
-12.3%	6.4%	-3.3%	18.3%	-2.3%	11.7%	31.7%	CC(C)C(NS(=O)(=O)c1ccc2c(c1)oc(=O)n2C)C(=O)NCc1ccccc1 (configuration not stated)	0.3%	5.8%[59 µM]
u	-20.1%	-11.9%	2.5%	0.2%	3.1%	17.4%	Cc1ccc(C(=O)CC2(O)C(=O)N(Cc3ccccc3F)c3ccccc32)cc1 (configuration not stated)	1.5%	-23.4%[59 µM]
-16.9%	-7.3%	0.2%	-9.2%	12.6%	-7.9%	-12.5%	COc1ccccc1NC(=O)Cc1noc(CSc2n[nH]c(N)n2)n1	4.6%	-0.8%
u	u	-5.0%	31.8%[activator]	0.5%	7.6%	-15.9%	NC(=O)CC(NC(=O)c1ccc(Br)cc1)c1ccc(NC2CCCCCCC2)c([N+](=O)[O-])c1 (configuration not stated)	54.6%[activator]	79.4µM*
-0.6%	-23.0%	-6.4%	2.3%	5.1%	-5.4%	3.7%	Cc1ccc(S(=O)(=O)N(CC(=O)Nc2ccccc2-c2ccccc2)c2ccc(C)cc2C)cc1	-0.8%	22.7%
-3.6%	-6.4%	x	-5.9%	-4.3%	1.0%	27.5%	Cc1ccc(C)c(C(=O)CCC(=O)OCn2nnc3ccccc3c2=O)c1	-0.8%	-4.1%[12.7 µM]
x	51.7%[activator]	x	-26.6%	-0.7%	5.2%	33.3%[activator]	CC(=O)c1ccc(CCCc2ccc(C(C)=O)cc2)cc1	2.4%	x
-35.8%	-30.1%	5.8%	60.8%[activator]	6.7%	3.5%	12.5%	COc1ccc2c(c1)nc(N)n2Cc1ccccc1	-5.2%	4.8%
29.8%	-8.5%	x	1.6%	7.9%	-10.4%	15.4%	CC1CC(C)CN(C(=O)COC(=O)c2ccc3ccccc3n2)C1 (configuration not stated)	0.2%	21.7%[2.33 µM]
-3.9%	-3.4%	0.2%	-13.4%	-6.6%	-1.7%	57.0%[activator]	O=C(O)Cc1coc2ccc3ccccc3c12	-3.6%	-3.8%
5.0%	-4.9%	0.2%	12.2%	15.5%	-4.8%	33.0%	O=C(CO/N=C/c1ccccc1O)N1CCc2ccccc21	3.0%	-12.1%[59 µM]
